Bioassay records (PubChem BioAssay)
APOBEC3G inh = blocks human APOBEC3G single-stranded DNA deamination; recombinant A3G, ssDNA deamination FAM/TAMRA fluorescence; inhibition, % at 20 µM; 0.28% of 330,000 active;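 active = inhibition of at least 40% at 20 µM, with no more than 30% in the related APOBEC3A deaminase screen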;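 note: plate controls were DMSO wells with A3G for no effect and wells lacking A3G enzyme for full effect; some compounds called inactive have numbers as strong as hits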
Target sequence (Q9HC16 whole entry, looked up): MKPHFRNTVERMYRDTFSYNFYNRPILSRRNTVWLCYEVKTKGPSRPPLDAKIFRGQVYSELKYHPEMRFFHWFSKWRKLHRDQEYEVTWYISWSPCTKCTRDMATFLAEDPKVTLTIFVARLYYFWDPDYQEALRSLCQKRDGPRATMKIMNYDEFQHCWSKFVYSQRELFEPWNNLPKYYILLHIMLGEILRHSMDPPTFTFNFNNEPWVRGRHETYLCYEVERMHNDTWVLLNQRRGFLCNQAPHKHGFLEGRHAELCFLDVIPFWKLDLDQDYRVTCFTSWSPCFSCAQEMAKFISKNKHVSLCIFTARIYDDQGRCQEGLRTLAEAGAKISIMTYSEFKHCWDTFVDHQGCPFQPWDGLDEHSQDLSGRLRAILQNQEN
beta cell repl = induces beta-cell replication in MIN6 cells. 0.29% of 330,000 active. proliferation, % at 10 µM. AID 2380. MIN6 cells proliferation, ATPlite luminescence, 48 h; cells starved in 0.2% serum; 100% = growth in 10% serum;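 active = compounds whose signal lies at least 3.5 SD above the mean of all wells on their plate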;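 note: 0% = DMSO-treated cells in low-serum medium and 100% = 10% serum control; some compounds called inactive have numbers as strong as hits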
hIAP act = human IAP activation | AID 2524 | P09923 | 0.16% of 330,000 active | activation factor at 10 µM | purified human IAP, CDP-Star luminescence, 30 min; active compounds read high; 1 = vehicle-only enzyme, 0 = enzyme-free background;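 active = activation factor of the enzyme at least 2-fold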; note: the source names both 10 and 20 µM as test concentration; values of inactives mirror those of a sister screen read the other way
MPTP inh = blocks calcium-induced mitochondrial swelling | 1.4% of 360,000 active | inhibition, % at 10 µM | isolated mouse mitochondria, Ca2+ swelling absorbance, 30 min;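 active = inhibition of 50% or more, scaled per plate between neutral and stimulator controls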;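 note: 0% = DMSO wells given calcium and 100% = 1 mM EGTA wells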
APOBEC3A inh = inhibitors of human APOBEC3A DNA deaminase; AID 493011; recombinant A3A, FAM/TAMRA ssDNA deamination fluorescence; inhibition, % at 20 µM; 0.41% of 330,000 active;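 active = at least 40% inhibition at 20 µM here, with at most 30% in a related deaminase screen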;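 note: plate controls were A3A with DMSO for no effect and wells lacking A3A enzyme for full effect; some results filed as inactive read as strong as hits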
Target sequence (P31941 whole entry, looked up): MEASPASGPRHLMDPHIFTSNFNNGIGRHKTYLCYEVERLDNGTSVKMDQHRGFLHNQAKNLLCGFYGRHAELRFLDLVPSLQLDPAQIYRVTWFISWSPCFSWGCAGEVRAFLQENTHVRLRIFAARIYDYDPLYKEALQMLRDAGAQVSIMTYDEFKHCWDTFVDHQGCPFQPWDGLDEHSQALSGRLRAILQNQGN
mIAP inh = blocks mouse intestinal alkaline phosphatase. purified mouse IAP, CDP-Star luminescence, 30 min. inhibition, % at 10 µM. 0.2% of 330,000 active. AID 2806;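 active = inhibition of at least 40% at 10 µM in the primary screen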;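 note: plate controls were DMSO with enzyme for no effect and no enzyme wells for full effect; values of inactives mirror those of a sister screen read the other way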
GRIN3A LBD mod = NR3A (human) ligand-binding domain modulation; NR3A LBD differential scanning fluorimetry, Tm shift; 0% = protein alone, 100% = glycine-bound protein; 2.5% of 340,000 active; AID 1259313; Tm shift relative to glycine control, % at 25 µM;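 active = melting temperature shift of at least 10% of the positive control shift, at one fixed dose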
hIAP inh = human IAP inhibition; P09923; purified IAP, CDP-Star luminescence, 30 min; inhibition, % at 10 µM; 0.12% of 330,000 active; AID 2544;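 active = inhibition reaching a set limit with compound at 10 µM in the primary screen, cut at about 35% in these data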;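 note: plate controls were DMSO wells with enzyme for no effect and no-enzyme buffer wells for full effect; values of inactives mirror those of a sister screen read the other way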
mIAP act = mouse IAP activation; activation factor at 10 µM; 0.24% of 330,000 active; muIAP, CDP-Star luminescence, 30 min; active compounds read high; 1 = vehicle-only enzyme signal, 0 = enzyme-free wells;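 active = activation factor of at least 2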; note: the source names both 10 and 20 µM as test concentration; values of inactives mirror those of a sister screen read the other way
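System: mouse IAP enzyme. Reagent: CDP-Star chemiluminescent phosphatase substrate. Benchmarks: DMSO wells, no-enzyme wells. Times: 30 min enzyme-substrate-compound incubation at room temperature. Detection: luminescence from enzymatic CDP-Star hydrolysis. Doses: test compounds delivered from DMSO solution.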
* marks the source's active call; other numbers are inactive results; x = not tested or not shown.

canonical_smiles	APOBEC3G inh	beta cell repl	hIAP act	MPTP inh	APOBEC3A inh	mIAP inh	GRIN3A LBD mod	hIAP inh	mIAP act
Cc1ccccc1NC(=O)c1ccc2nc(N3CCOCC3)sc2c1	-8	0	1.1	-1.5	0	4	-1	-11	0.96
CCCn1c(N)c(C(=O)CSc2nnc(-c3cccs3)n2C2CC2)c(=O)[nH]c1=O	3	-3	1.1	-2.7	1	4	-1	-6	0.96
O=C(CCCl)N1CCN(c2nc(-c3ccccc3)cs2)CC1	-5	-2	1	-0.1	-2	3	-3	-1	0.97
COc1cc(C2c3c(-c4ccccc4O)n[nH]c3C(=O)N2Cc2ccco2)cc(OC)c1OC (stereo unspecified)	-1	2	1.9	1.7	1	6	0	-92	0.94
CCOc1ccc(NC(=O)CN2CCN(CC(=O)Nc3ccccc3OC)CC2)cc1	-1	-2	1.1	2.4	-2	-4	1	-7	1
CCOc1ccc(S(=O)(=O)/N=C(/c2ccccc2)N(C)C)cc1	5	1	0.98	-1.1	8	1	-5	2	0.99
COCCNC(=O)c1ccc2c(c1)ncn2-c1cccc(C)c1	-8	1	0.89	-0.3	-2	-3	-1	11	1
CS(=O)(=O)Nc1ccc(C2=NN(C(=O)c3ccccc3)C(c3cccs3)C2)cc1 (stereo unspecified)	-3	-3	0.99	-0.6	0	-13	-3	1	1.1
CC1(C)CC(=O)/C(=N/Nc2ccc(Cl)cc2)CO1	-2	1	0.99	2.1	3	8	-2	1	0.92
CCOC(=O)C1CCCN(C(=O)c2cc3ccc(OC)cc3[nH]2)C1 (stereo unspecified)	-5	4	0.73	-0.5	-1	4	0	27	0.96
COc1ccc(NC(=O)c2nc[nH]c2C(=O)NCC(=O)OC(C)(C)C)cc1	-6	0	1.6	1.2	-4	12	-22	-56	0.88
CC(=O)Nc1nnc(SCC(=O)Nc2nc(C)cs2)s1	-11	1	1.2	-0.1	-4	10	1	-16	0.9
O=C(Nc1ncn[nH]1)c1ccc(Cl)c(S(=O)(=O)N2CCCCCC2)c1	-5	-2	2.4*	-0.6	-4	7	0	-137	0.93
Cc1c(CCC(=O)NCC(=O)NCC(=O)O)c(=O)oc2cc3oc4c(c3cc12)CCCC4	-1	1	1	-0.2	0	0	-2	-2	1
N#CC1=C(SCC(=O)Nc2cccc3cccnc23)NC(=O)C(C#N)C12CCCCC2 (stereo unspecified)	1	-2	1.1	33	6	10	5	-7	0.9
C#CCOCCOCCOCCNc1nc(N2CCN(C(=O)[C@H](CCC(=O)O)n3cc(C(N)Cc4ccc(O)cc4)nn3)CC2)nc(N2CCN(C(=O)[C@H](Cc3ccc(O)cc3)n3cc(C(N)[C@H](C)CC)nn3)CC2)n1 (stereo partly specified)	-5	-2	0.98	x	-2	-6	x	2	1.1
O=C(Nc1ccccc1)C1=C[C@H](C2CC2)C[C@H](OCCCCO)O1	-5	-1	0.98	0.1	-1	2	0	2	0.98
CC(=O)c1ccc(OCc2cc(C(=O)N3CCN(C4CCCC4)C(=O)C3)no2)cc1	-1	3	1.5	-2.1	2	5	0	-46	0.95
CCCC(C(=O)NNC(=O)c1ccncc1)c1ccccc1 (stereo unspecified)	-3	1	1.2	-1.5	2	3	1	-19	0.97
CCOc1ccc(S(=O)(=O)Nc2ccccc2C(=O)N/N=C/c2c(OC)ccc3ccccc23)cc1	-7	-2	1.2	13	0	9	22*	-16	0.91
CCOc1ccc(NC(=O)CN(c2cccc(C(F)(F)F)c2)S(C)(=O)=O)cc1	-5	-4	0.97	3.0	-2	-1	-4	2	1
Oc1ccccc1/C=N/N1CCN(c2ccccn2)CC1	-3	-2	0.94	-0.6	1	6	3	6	0.94
CC(=O)Nc1ccc(CN2CCN(c3cccc(C(F)(F)F)c3)CC2)cc1	-11	4	0.8	-0.2	-5	6	20*	20	0.94
O=S(=O)(c1ccccc1)N1CCC(n2nnc3cc(F)ccc32)CC1	-2	3	1	-0.1	0	-1	1	-3	1
COc1ccccc1-c1cc(-c2ccc(C)cc2)nc(SCc2nnc(-c3ccccc3)o2)c1C#N	-12	-2	0.93	-0.4	-5	14	1	7	0.85
CSc1nn2c(C)c(C)c(C)nc2c1C#N	-2	1	1	-0.8	5	-4	-2	-4	1
CCOc1ccc(C(=O)NC(C(=O)N2CCC2)C(C)C)cc1 (stereo unspecified)	-4	3	0.89	-1.3	-1	-5	-1	11	1
CO/N=C(/CNC(=O)c1ccc(F)cc1)c1ccc(Cl)cc1	-5	-1	1.1	-7.2	-1	-6	-1	-14	1.1
COc1ccc(-c2cc3ncc(C(C)=O)c(C)n3n2)cc1	-8	-3	0.88	8.9	2	-14	4	12	1.1
Cc1ccccc1/C(N)=N/OC(=O)c1cccs1	-6	0	0.93	5.1	5	2	-2	7	0.98
Cc1nc([N+](=O)[O-])cn1CC(=O)NCCCO	-6	0	1	-1.5	0	2	0	-5	0.98
O=C(CNC(=O)[C@@H]1Cc2ccccc2CN1)Nc1ccc2c(c1)OCO2	1	0	0.84	-0.7	0	-7	-1	16	1.1
COC(=O)Cc1c(O)ccn(C2CC2)c1=O	-8	0	1.2	-0.5	-1	-19	0	-18	1.2
CCCNC(=O)c1ccc(CNc2c(N3CCC(C(=O)OCC)CC3)c(=O)c2=O)cc1	10	-3	1	-3.9	-1	-7	-3	-2	1.1
Cc1ccc2c(CC(=O)Nc3sccc3C(N)=O)coc2c1	-6	0	0.98	-0.9	0	-1	-8	2	1
Cc1ccc(-c2ccc(CCC(=O)O)n2NC(=O)c2cccs2)cc1	0	4	0.95	0.2	9	-2	1	5	1
CN(C)/N=C/c1ccc(N2CCOCC2)cc1	-4	-2	0.83	-3.8	4	1	0	17	0.99
O=C(O)Cc1ccc(NC(=O)c2ccc3c(c2)C(=O)N(CC2CCCO2)C3=O)cc1 (stereo unspecified)	-4	-2	0.98	-1.3	0	-3	11*	2	1
COCCN(C(=O)COC(=O)/C=C/c1ccco1)c1c(N)n(Cc2ccccc2)c(=O)[nH]c1=O	-4	0	1.1	-0.7	10	4	-1	-12	0.95
CCC(C)C(NC(N)=O)C(=O)NC1CCC(C)CC1 (stereo unspecified)	-7	1	1	x	9	2	x	-1	0.97
Cc1ccc(O)c(NC(=S)NC(=O)/C=C/c2ccccc2)c1	-1	-4	0.94	1.8	-5	14	-1	6	0.86
Cc1cc(C)n2nc(SCC(=O)N3CCc4ccccc43)nc2n1	-4	0	1.1	-0.9	-6	0	-3	-13	1
O=C(COC(=O)c1ccc(Cl)c(S(=O)(=O)N2CCCC2)c1)NC1CCCCC1	0	-3	1.1	0.7	8	2	-3	-7	0.98
CCN1CCN(C(=O)c2ccc(Cl)c(S(=O)(=O)N3CCOCC3)c2)CC1	12	-1	1.1	0.1	41*	8	-1	-5	0.92
Cc1ccc(NC(=O)C23CCC(C)(C(=O)[C@H]2Br)C3(C)C)cc1 (stereo partly specified)	-6	4	0.81	2.1	-1	4	4	19	0.96
Cc1cc(-c2ccccc2)c2c(n1)sc1c(O)cc(=O)[nH]c12	-7	-1	1.1	x	-4	-2	0	-10	1
COCCNC(=O)C(=O)NCC1OCCN1S(=O)(=O)c1ccc(F)cc1 (stereo unspecified)	-4	4	1.1	0.5	1	-1	-1	-10	1
CCCCCC(=O)N1CC2(CC(c3cccc(NC(=O)CC)c3)=NO2)C[C@H]1C(N)=O (stereo partly specified)	-3	2	0.97	1.1	0	7	2	2	0.93
CC(OC(=O)C1=COCCO1)C(=O)Nc1cccc(S(=O)(=O)N2CCOCC2)c1 (stereo unspecified)	-8	-2	1.1	-0.3	10	3	-2	-7	0.97
COc1ccc(OC)c(/C=C/C(=O)OCC(=O)c2c(N)n(C)c(=O)n(C)c2=O)c1	-4	6	1	0.1	1	-3	3	-2	1
O=C1OC(OC2CCCCC2)(c2ccccc2)c2ccccc21 (stereo unspecified)	-4	-4	0.95	-0.7	0	13	-2	5	0.87
Cc1ccc(S(=O)(=O)NC(=O)c2cc(C)n(C3CC3)c2C)cc1	-6	-1	0.94	-2.9	-2	11	-1	6	0.89
CSCCCN1CC[C@@H](N2CCN(c3ccccc3F)CC2)[C@H](O)C1	7	-2	1.3	0.2	-7	-16	-2	-29	1.2
CCOC(=O)c1cc2c(C)n(-c3ccc(N(C)C)cc3)c(C)c2cc(C(=O)OCC)c1=O	-4	-3	0.94	9.0	-1	7	1	6	0.93
O=C(CSc1nnc2c(n1)[nH]c1ccccc12)NC1CCCCC1	-7	-2	0.94	0.3	0	7	0	6	0.93
CCN1CCN(C(=O)CCc2ccc(S(=O)(=O)NCCc3ccccc3)cc2)CC1	0	-3	0.83	0.6	3	-11	-3	17	1.1
CN1CCCN(CC(O)COCc2cccs2)CC1 (stereo unspecified)	0	-5	1	-2.0	-3	-10	0	-2	1.1
O=c1[nH]cccc1-c1nc2ccccc2n1Cc1cccc(Cl)c1	-7	-2	1.1	-0.6	-5	10	-3	-7	0.9
COc1ccc(Cl)cc1NC(=O)CN(C)Cc1cccs1	-4	0	1.1	-0.2	-1	2	-1	-9	0.98
O=c1c2ccccc2c(-c2ccccc2)nn1-c1cc(Cl)ccc1[N+](=O)[O-]	-5	-4	1.2	0.4	-3	-1	-2	-25	1

Reprinted from the part before: two compounds; new compounds follow.
canonical_smiles	APOBEC3G inh	beta cell repl	hIAP act	MPTP inh	APOBEC3A inh	mIAP inh	GRIN3A LBD mod	hIAP inh	mIAP act
COc1ccc(Cl)cc1NC(=O)CN(C)Cc1cccs1	-4	0	1.1	-0.2	-1	2	-1	-9	0.98
O=c1c2ccccc2c(-c2ccccc2)nn1-c1cc(Cl)ccc1[N+](=O)[O-]	-5	-4	1.2	0.4	-3	-1	-2	-25	1
Cc1ccc(NC(=S)NNC(=O)c2ccccc2O)c(C)c1	-1	0	2.3*	34	2	15	-14	-125	0.85
Cc1c(C(=O)Nc2ccc3c(c2)OCCO3)cnn1C	-15	0	1	-0.1	-2	6	1	0	0.94
Cc1ccc(S(=O)(=O)NCC(=O)OCc2ccccc2)cc1	-3	-2	1.2	-1.9	-1	-9	0	-15	1.1
Cn1nnnc1SCC(=O)c1cccs1	4	-2	0.92	-2.1	4	-3	5	8	1
CC(C)N(Cc1cn(C)nc1-c1cccc(Cl)c1)CC1CCC(=O)N1 (stereo unspecified)	-8	-2	1.1	2.3	-6	-7	0	-14	1.1
CCCCCCNC(=O)CCNC(=O)c1cc(OC)c(OC)c(OC)c1	0	-1	1	-1.4	0	-5	-2	-4	1.1
Cc1cccc(Nc2ccccc2C(=O)OCC(=O)NCc2ccco2)c1C	6	-5	0.78	14	11	-5	-2	22	1
O=C(CSC1=NS(=O)(=O)c2ccccc2N1)NCCc1ccccc1	-3	3	1.1	0.5	1	4	1	-10	0.96
Cc1cc(C(=O)NC2CCCN(Cc3ccccc3F)C2)n[nH]1 (stereo unspecified)	-7	0	1.1	0.9	-4	3	1	-13	0.97
CCN(C(=O)c1ccc(S(=O)(=O)N2CCCC2)cc1)C1CCS(=O)(=O)C1 (stereo unspecified)	-7	6	1	0.3	-2	10	3	-4	0.9
O=C1c2cc(CO)cc(O)c2C(=O)c2c(O[C@@H]3OC(CO)[C@@H](O)[C@@H](O)[C@@H]3O)cccc21 (stereo partly specified)	-4	-3	0.69	-0.9	2	8	0	31	0.92
